# Wnt bcat act = Wnt/beta-catenin pathway activators, primary screen, cell-based, plate reader, single point. Wnt/beta-catenin reporter cell assay, activator. activation, % at 9.35 µM. 300,000 tested, 1.2% active. AID 743398, 2014; in the data active = activation above about 30%, passing the limit was not always enough; inconclusive = no clear call, values can overlap the other calls;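 also: 0% = neutral control wells and 100% = positive control wells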
# Active calls of the source: *; ? = inconclusive. A portion of the library; count on the stated rates, not on these rows.
SMILES,Wnt bcat act
CCN(C(=O)CN(C1=NC2CS(=O)(=O)CC2S1)c1ccc(OC)cc1)c1cccc(C)c1 (centres undefined),-1
Cc1ccc(C(=O)NCC(=O)N(C)Cc2ccccc2C)s1,-3
COc1ccc(C(=O)c2[nH]c(N)c(C(=O)c3c[nH]c4ccccc34)c2-c2ccc(OC)cc2)cc1,-2
COc1ccc(CN2C[C@@H](CO)O[C@@H](n3cnc4c(NC5CC5)ncnc43)C2)cc1,2
COCOCCn1cc(CN2CCS(=O)(=O)N(Cc3ccc(-c4ccc(C)cc4)cc3)C(CC(C)C)C2=O)nn1 (centres undefined),-1
Cc1ccc(-c2csc(N=C(N)N)n2)c(C)c1,9
CC(=O)c1cc2c(cc1NC(=O)CSc1nnc(C3CC3)n1C)OCO2,0
Cc1cc(NC(=O)Cc2cn(Cc3ccccc3)c3ccccc23)ccc1Oc1cccnc1,4
CC(C)CNC(=O)C1C(=O)Nc2ccccc2C(=O)N1C(C)(C)C (centres undefined),-2
CCC(=O)N1CCC1(C)C(=O)Nc1cccc(OC)c1 (centres undefined),1
CC1=C(C(=O)N2CCCCCC2)CC(CC(=O)NCC2CCCCC2)C(=O)N1CCCN1CCCC1=O (centres undefined),-2
C(=C\c1ccccc1)/CN1CCN(C(c2cccc3ccccc23)c2nnnn2Cc2ccccc2)CC1 (centres undefined),-1
COc1ccc(CNS(=O)(=O)c2cc(Br)ccc2Br)c(OC)c1,7
Cc1oc2cc3oc(=O)c(CCC(=O)N4CCC(C(=O)O)(c5ccccc5)CC4)c(C)c3cc2c1C,0
CN(Cc1ccccc1)c1cc2c(c3c1ccn3C)C1CCC2O1 (centres undefined),-3
Cc1cccc(C)c1NC(=O)C(c1ccncc1)n1c(=O)c(-c2cc3ccccc3[nH]2)nc2ccccc21 (centres undefined),-3
CCCCc1c(Cc2ccccc2)ncn1CCc1ccccc1OC,-2
O=C1CCCN1C1CCN(Cc2ccccc2)S(=O)(=O)N1 (centres undefined),-2
COc1ccccc1C(=O)NCC(=O)OCc1nnc(-c2ccccc2)o1,2
CC(C)NC(=O)N(C)C[C@H]1Oc2cc(Br)ccc2S(=O)(=O)N([C@H](C)CO)C[C@H]1C,-1
O=C(NCc1ccccc1)c1cccc2c(-c3cccnc3)coc12,-1
COc1cccc(NC(=O)N2CCc3nc(Nc4cc(Cl)cc(Cl)c4)ncc3C2)c1,1
Cc1ccc(Cc2c(-c3ccc(Cl)cc3)nc3c4ccccc4ccn23)cc1,0
CCCCCCCCN1C(=O)[C@H](CC(=O)NCc2cccc3ccccc23)C[C@@]2(C(=O)OCC)CCC=C12,-5
CCOC(=O)C1(C)CCCCN1C(=O)c1ccnc(Cl)c1 (centres undefined),-2
COc1ccc(C(=O)NC(=S)Nc2nc(C)cc(C)n2)cc1Br,42*
O=C(NC(=O)c1ccccc1O)c1ccc(C(F)(F)F)cc1,13
CCc1nc2oc3ccccc3c(=O)c2c(=O)n1-c1ccc(C)cc1,44*
NC(=O)[C@@H]1CCCN1C(=O)[C@@H](Cc1ccccc1)NC(=O)[C@H]1O[C@@H](n2ccc(N)nc2=O)[C@H](O)[C@@H]1O,-4
Cc1cccc(C)c1-n1nnnc1C(c1cccc2ccccc12)N1CCN(C/C=C/c2ccccc2)CC1 (centres undefined),-3
C[C@@H]1CN([C@@H](C)CO)C(=O)c2ccccc2-c2ccccc2CO[C@@H]1CN(C)S(=O)(=O)c1ccc(C(F)(F)F)cc1,-5
NC(=O)CC1(c2ccccc2)CCCCC1,-6
CCOC(=O)C1(C)CCCCCN1C(=O)/C=C/c1ccccc1 (centres undefined),-5
Cc1ccc([C@@H]2C[C@H]3[C@@H](CN2S(=O)(=O)c2ccc(Cl)cc2)C(=O)C[C@@H](c2ccccc2)N3S(=O)(=O)c2ccc(C)cc2)cc1,-2
CCCCCCN1CCN(C2CN(Cc3cn(CCCCCC)nn3)S(=O)(=O)C2)CC1 (centres undefined),-4
O=C(c1ccco1)N(Cc1cccnc1)C(c1ccccc1)c1nc2ccccc2[nH]1 (centres undefined),21
CC(C)N(C(=S)Nc1ccc(S(=O)(=O)N2CCOCC2)cc1)c1ccccc1,-2
Cc1cccc(NC(=O)CNC(=O)c2cc(S(=O)(=O)N(C)C)ccc2N2CCCC2)c1C,-1
O=C(NC1CCCCCCC1)c1ccc(Br)cc1,?
COc1ccc(S(=O)(=O)N2CCCCC2c2cc(C(=O)Nc3ccc(F)c(Cl)c3)no2)cc1 (centres undefined),-1

# Pulled one by one from the list above (five):
SMILES,Wnt bcat act
NC(=O)[C@@H]1CCCN1C(=O)[C@@H](Cc1ccccc1)NC(=O)[C@H]1O[C@@H](n2ccc(N)nc2=O)[C@H](O)[C@@H]1O,-4
CCOC(=O)C1(C)CCCCCN1C(=O)/C=C/c1ccccc1 (centres undefined),-5
O=C(c1ccco1)N(Cc1cccnc1)C(c1ccccc1)c1nc2ccccc2[nH]1 (centres undefined),21
CCOC(=O)C1(C)CCCCN1C(=O)c1ccnc(Cl)c1 (centres undefined),-2
COc1cccc(NC(=O)N2CCc3nc(Nc4cc(Cl)cc(Cl)c4)ncc3C2)c1,1

# Going on with the list.
SMILES,Wnt bcat act
O=C(NCc1cccc(C(F)(F)F)c1)c1ccc2sc([C@@H]3O[C@H](CO)[C@@H](O)[C@H]3O)nc2c1,-3
C/C=C/c1cccc(-c2nc(C(=O)N3CCCCC3)cc3c2[C@H](CCO)N(C(=O)NC(C)C)C3)c1,-1
CCOC1=C2[C@@H](CN(S(=O)(=O)c3ccc(C)cc3)[C@H]2c2ccc(Cl)cc2)[C@H]2C(=O)N(c3ccccc3)C(=O)[C@H]2C1,-2
CC(C)=CCC[C@H](C)C[C@@H]1Cc2[nH][nH]c(=O)c2[C@@H](c2ccc(F)cc2)O1,-2
CCOC(=O)C1CCN(S(=O)(=O)c2ccc(-c3cc(C(F)(F)F)n(C)n3)s2)CC1,1
Fc1ccc(Nc2nnc(-c3ccncc3)s2)cc1Cl,1
O=C(Nc1ccc(F)c(Cl)c1)Nc1nnc([C@H]2C[C@H](O)[C@@H](CO)O2)s1,2
CCOc1ccc(-c2cc(C(=O)NCc3ccc(F)cc3)[nH]n2)c(C)c1,1
CSCCC(c1nnnn1Cc1ccccc1)N1CCN(C/C=C/c2ccccc2)CC1 (centres undefined),-2
CC(C)C(=O)N1CCCC1(C)C(=O)Nc1ccc(F)cc1 (centres undefined),-1
CCOC(=O)c1[nH]c(=S)n(-c2ccccc2)c1C(=O)OCC,8
CCc1nc2ccc(C(=O)Nc3cccc(NS(C)(=O)=O)c3)cn2c1N(CC)Cc1cccc(Br)c1,-6
Cc1cc2nc(-c3ccc(F)cc3)c(CC3CCCCC3)n2c(C)c1Br,-3
CC(C)[C@H](NC(=O)[C@H](C)NC(=O)OC(C)(C)C)C(=O)N1CCC2CCN(Cc3ccccc3)CC21 (some centres undefined),2
CC(C)NC(=O)C1(C)CCN1C/C=C/c1ccccc1 (centres undefined),0
Cc1nc2c(OCCOc3ccccc3)cccn2c1N(C)C(=O)CCC1CCCC1,-2
CC1(C(=O)NS(=O)(=O)c2ccccc2Cl)CCN1C(=O)c1ccccc1 (centres undefined),-3
COc1ccc([C@H]2C[C@@H](O)[C@H](n3cc(COC(=O)c4ccccc4)nn3)CN2Cc2cccs2)cc1,-4
O=C(OCc1cn([C@@H]2CN(C(=O)c3cccs3)[C@@H](c3ccccc3)C[C@H]2O)nn1)c1ccccc1,-4
Cc1ccc(-c2cccc(=O)o2)cc1,7
COc1ccc(C(=O)N2CCC(C)(C(=O)NS(=O)(=O)C3CC3)C2)cc1 (centres undefined),-2
CCNC(=O)C1(C)CCN(C(=O)c2c(F)ccc(C)c2F)C1 (centres undefined),0
O=C(NCc1ccccn1)c1cc(-c2ccc(Cl)cc2)oc1C(F)(F)F,-2
CCOc1ccccc1CNn1cnnc1SCC(=O)NC(C)(C)C,-1
COC(=O)C1=C(C)N(Cc2ccc(C(F)(F)F)cc2)C(=NCc2ccc(C(F)(F)F)cc2)NC1c1cccc(C(F)(F)F)c1 (centres undefined),-28
C[C@@H]1CN([C@@H](C)CO)C(=O)CCCn2nncc2CO[C@@H]1CN(C)C(=O)c1ccccc1,-1
O=C(Nc1nnc([C@@H]2C[C@H](O)[C@@H](CO)O2)s1)c1cccc(OC(F)(F)F)c1,-1
COc1ccc(-c2cc(C(=O)Nc3ccc(NC(C)=O)cc3)[nH]n2)c(C)c1,-2
N#Cc1ccccc1S(=O)(=O)N1CCN(c2nc(-c3ccccc3)nc3ccccc23)CC1,4
CCc1nc2c(OCc3ccc(C(F)(F)F)cc3)cccn2c1N(C)C(C)=O,-2
CC1(C(=O)NS(=O)(=O)C2CC2)CCN(C(=O)c2cccc(Cl)c2)C1 (centres undefined),-1
Cc1cccc(S(=O)(=O)NC(=O)C2(C)CCN2C(=O)CCC2CCCC2)c1 (centres undefined),-3
COC(=O)C[C@H]1C[C@@H]2c3cc(NS(=O)(=O)c4cccc(OC)c4)ccc3O[C@@H]2[C@@H](CO)O1,-1
COc1ccc(-c2cnc(C(O)c3ccc(-c4ccccc4)cc3)[nH]2)cc1 (centres undefined),-2
CC1=C(O)C(=O)C(c2c(C)cc(C)c(Br)c2C)=C(O)C1=O,-3
O=S1(=O)C[C@H](N2CCC(Cc3ccccc3)CC2)[C@@H](COCc2ccccc2)N1,-1
CNC[C@@H]1OCc2ccccc2-c2c(n(C)c3ccccc23)C(=O)N([C@H](C)CO)C[C@@H]1C,-2
CCCCN(CCCC)Cc1cc(=O)oc2cc(OC)c(Cl)cc12,-1
CCc1ccc([C@@H]2CC(=O)[C@@H]3CN(S(=O)(=O)c4ccccc4)[C@H](c4ccc(OC)cc4)C[C@@H]3N2S(=O)(=O)c2ccc(C)cc2)cc1,-3
O=C(NCc1cccnc1)c1ccc2sc([C@H]3C[C@H](O)[C@@H](CO)O3)nc2c1,1
COc1ccc(Cl)cc1-c1cc(C(=O)NCc2cccc(Cl)c2)[nH]n1,3
CC1=C(C(=O)N(C(C)C)C(C)C)CC(CC(=O)NCCN2CCOCC2)C(=O)N1CCC1=CCCCC1 (centres undefined),-1
CCOC(=O)CN(C(=O)c1snc(C(N)=O)c1N)C(C(=O)NCCC(C)C)c1ccc(C)cc1 (centres undefined),0
Cc1ccc(NC(=O)[C@H](Cc2ccccc2)NC(=O)CC[C@H]2O[C@@H](n3ccc(=O)[nH]c3=O)[C@H](O)[C@@H]2O)cc1C,-5
COc1ccc([N+](=O)[O-])cc1NC(=O)COC(=O)C12CC3CC(CC(O)(C3)C1)C2,-1
C[C@@H]1CN([C@@H](C)CO)C(=O)c2cc(Br)cnc2O[C@H]1CN(C)C(=O)C1CC1,-1
NC(c1ccccc1)c1cccs1 (centres undefined),-3
COCCNC(=O)C1(C)CCN(Cc2cccc(Oc3ccccc3)c2)C1 (centres undefined),-5
Clc1ccc(-c2nc3ccc(Br)cn3c2Cc2cccc(Cl)c2)cc1,13
Cc1ccc(S(=O)(=O)N2C[C@H]3C(=O)C[C@@H](c4cccc(C)c4)N(S(=O)(=O)c4ccc(C)cc4)[C@H]3C[C@H]2c2ccccc2)cc1,-1
CCOC(=O)N[C@@H](Cc1cccnc1)C(=O)N1CCC[C@H]1C(=O)NCCc1ccccc1Cl,0
CCN1CCN(c2ccc(N3CCN(S(=O)(=O)c4cccc([N+](=O)[O-])c4)CC3)nn2)CC1,-2
CS(=O)(=O)n1c2ccccc2c(=O)n1-c1ccccc1CCl,5
c1ccc(-c2nc3c4ccccc4ccn3c2CC2CCCCC2)cc1,3
CC(C)CNc1ncnc2c1ncn2[C@H]1CN(Cc2cccs2)C[C@@H](CO)O1,-1
Cc1csc(NC(=O)CN2C(=O)c3ccccc3C2=O)c1C(N)=O,1
O=C1NC[C@@H](Cc2cccc3ccccc23)N(CCc2cccc(F)c2)C1=O,-3
C[C@@H]1CN([C@H](C)CO)C(=O)CCCn2nncc2CO[C@@H]1CN(C)C(=O)C1CC1,-2
COc1ccc(S(=O)(=O)N2CCC[C@H]2C(=O)N2CCC[C@H]2C(=O)NCc2ccc(F)cc2F)cc1C,-2
C[C@@H]1CN([C@@H](C)CO)C(=O)CCCn2nncc2CO[C@@H]1CN(C)C(=O)c1ccncc1,0

# The last five compounds of the part before lead into the next.
SMILES,Wnt bcat act
Cc1csc(NC(=O)CN2C(=O)c3ccccc3C2=O)c1C(N)=O,1
O=C1NC[C@@H](Cc2cccc3ccccc23)N(CCc2cccc(F)c2)C1=O,-3
C[C@@H]1CN([C@H](C)CO)C(=O)CCCn2nncc2CO[C@@H]1CN(C)C(=O)C1CC1,-2
COc1ccc(S(=O)(=O)N2CCC[C@H]2C(=O)N2CCC[C@H]2C(=O)NCc2ccc(F)cc2F)cc1C,-2
C[C@@H]1CN([C@@H](C)CO)C(=O)CCCn2nncc2CO[C@@H]1CN(C)C(=O)c1ccncc1,0
Cn1cccc/c1=N\c1cccc[n+]1C,-1
COc1ccc(OCCNC(=O)C2(C)CCN2Cc2ccc(SC)cc2)cc1 (centres undefined),-2
COc1c(C)cc(C(O)c2ncc(-c3ccccc3Cl)[nH]2)cc1C (centres undefined),0
Cc1cccc(NC(=O)CSc2nnc3ccc(-c4cccnc4)nn23)c1,-2
CC1(C(=O)NS(=O)(=O)C2CC2)CCCN(C(=O)c2ccccc2OC(F)(F)F)C1 (centres undefined),1
CN(C)Cc1ccccc1CNC(=O)c1cccc(S(=O)(=O)Nc2ccc3c(c2)OCO3)c1,1
O=C(/C=C/[C@H]1O[C@@H](n2ccc(=O)[nH]c2=O)[C@H](O)[C@@H]1O)NCc1ccc2c(c1)OCO2,-4
COc1ccc(NC(=O)N(C)[C@H]2C[C@H]3c4[nH]c5ccccc5c4CCN3C(=O)[C@H]2CO)cc1,-2
COc1ccc(-c2csc(NC(=S)NC(=O)/C=C/c3ccccc3)n2)cc1Br,-6

# Source: PubChem BioAssay (Broad Institute)
